NFkB transloc inh: blocks IL-1B driven NFkB nuclear translocation in HUVEC cells. HUVEC IL-1B NFkB p65 nuclear translocation imaging. inhibition, % at 2 µM. actives 0.43% (n = 94,000);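 active = inhibition above about 30% together with a positive call from visual inspection of the well image, limit read from the data; inconclusive = inhibition above a set limit but visual check negative; inactive = inhibition not above a set limit, visual check negative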;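 note: nuclear over cytoplasmic p65 intensity ratio measured by imaging; 0% = IL-1B stimulated DMSO wells and 100% = unstimulated DMSO wells; values of inactives mirror those of a sister screen read the other way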
PLAP inhibitors HTS: PLAP enzyme inhibitors, biochemical, luminescence, HTS (AID 690); one-dose inhibition, % at 20 µM; IC50 in µM for titrated hits; actives 0.08% (n = 96,000); purified PLAP, luminescent substrate; higher % means a stronger effect; in the data active = a potency from the dose series; inactive = the rest, 99 in 100 with inhibition below about 30%; note: strong numbers were not always called active
Bcl-B TR3 displacers: displacers of TR3 peptide from Bcl-B, primary screen, selectivity assay for Bfl-1 inhibitor project, biochemical, fluorescence polarization; displacement, % at 20 µM; hits with a dose series show IC50 in µM; FP displacement of FITC-TR3 peptide from Bcl-B; higher % means a stronger effect; actives 0.11% (n = 96,000);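 active = displacement above 50% at 20 µM plus a fluorescence interference ratio under 1.5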;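 note: plate controls were wells without compound for no effect and wells lacking Bcl-B protein for full effect; a part of the inactive calls stands beside numbers as strong as those of hits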
MRP reversal: reverses drug resistance mediated by MRP; H69AR cells + 2 uM doxorubicin, CellTiter-Glo, 72 h; differential viability (reversal), % at 10 µM; actives 0.04% (n = 85,000);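 active = viability drop by adding the cancer drug above about 55%, with treated viability meeting a 40% cutoff, limit read from the data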;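 note: viability without doxorubicin minus viability with 2 µM doxorubicin for each compound; larger differential means the compound sensitizes cells more to doxorubicin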
NFkB transloc pot: enhances IL-1B driven NFkB nuclear translocation. HUVEC IL-1B NFkB p65 nuclear translocation imaging. activation, % at 2 µM. actives 0.3% (n = 94,000). AID 819;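 active = activation above 40%, about the mean plus 3 SD, also judged a hit on visual image review; inconclusive = activation above 40% but not a hit on visual review; inactive = activation not above 40% and no visual hit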;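 note: percent activation is computed from the nuclear over cytoplasmic p65 intensity ratio; values of inactives mirror those of a sister screen read the other way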
MRP reversal cytotoxicity: also measured in MRP reversal; calls as there; viability, %; H69AR cells, CellTiter-Glo, 72 h; measured here: cytotoxicity without doxorubicin
MRP reversal with doxorubicin: further read-out of MRP reversal, marked with its call; viability, %; measured here: viability with 2 uM doxorubicin; stronger effect = lower value
NFkB transloc inh cell count 2 µM: second read-out of NFkB transloc inh, no call of its own (marks repeat the call); cell count; measured here: cells passing quality filter;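 raw number of nuclei counted in each imaged well without normalization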
NFkB transloc pot cell count 2 µM: second read-out of NFkB transloc pot, no call of its own (marks repeat the call); cell count; measured here: cells passing quality filter
* = called active by the depositor; u = inconclusive; x = no result given. An excerpt. The share of hits here may be higher or lower than overall.

smiles | NFkB transloc inh | NFkB transloc inh cell count 2 µM | PLAP inhibitors HTS | Bcl-B TR3 displacers | MRP reversal | MRP reversal cytotoxicity | MRP reversal with doxorubicin | NFkB transloc pot | NFkB transloc pot cell count 2 µM
Cc1noc(C)c1COC(=O)Cn1c(C)nc2ccccc21 | 3 | 195 | 5% | -4% | 10 | 101 | 91 | -3 | 195
CC1=C(C(=O)Nc2ccccc2)C(c2ccco2)C(C#N)=C(SCc2ccccc2)N1 (stereo unspecified) | -3 | 96 | -37% | -15% | -33 | 56 | 89 | 3 | 96
CSCC[C@@H](C(=O)O)N1Cc2ccccc2C1=O | 2 | 152 | 9% | 11% | -34 | 95 | 129 | -2 | 152
Cc1cc(N2CCCCC2)n2ncc(-c3ccccc3)c2n1 | -31 | 121 | -24% | -5% | -42 | 38 | 80 | 31 | 121
CCOC(=O)COn1c(SCC(=O)OCC)nc2ccccc2c1=O | -2 | 75 | 15% | -4% | 14 | 102 | 89 | 1 | 75
COc1ccc(N2CCN(C(=O)CN(c3ccc(Br)cc3)S(C)(=O)=O)CC2)cc1 | 10 | 44 | 7% | 2% | 0 | 82 | 81 | -10 | 44
O=C(CCn1c(=O)oc2ccccc21)NC1=NCCS1 | -5 | 164 | x | x | 8 | 106 | 98 | 5 | 164
COc1ccc(NC(C)c2cc(Cl)ccc2O)cc1 (stereo unspecified) | 8 | 144 | -23% | -2% | 5 | 95 | 90 | -8 | 144
CC(C)NS(=O)(=O)c1ccc(NC(=O)C2CC3C=CC2C3)cc1 (stereo unspecified) | -11 | 144 | 21% | -11% | x | x | x | 11 | 144
O=C(c1ccccc1)c1nc2ccccc2[nH]c1=O | -3 | 220 | 8% | -12% | 14 | 100 | 87 | 3 | 220
Cn1c(=O)n(CC(=O)Nc2ccc(F)cc2)c2ccccc21 | -11 | 130 | 16% | -16% | -5 | 91 | 95 | 11 | 130
Cc1ccc(C2NC(=O)c3ccccc3N2)s1 (stereo unspecified) | -24 | 175 | 4% | 2% | -32 | 32 | 64 | 24 | 175
COc1cc(NC(=O)NS(=O)(=O)c2ccc(C)cc2)cc(OC)c1 | -14 | 149 | -33% | -2% | -4 | 87 | 92 | 14 | 149
O=C(Nc1nnc(CC(=O)N2CCOCC2)s1)c1cccs1 | -4 | 91 | 26% | -10% | 7 | 97 | 90 | 4 | 91
CCC(C)(C(=O)NC1CCCC1)N(C(=O)c1cnccn1)c1ccccc1 (stereo unspecified) | -10 | 180 | -28% | 4% | -8 | 103 | 111 | 10 | 180
Cc1ccc(N(CC(=O)Nc2cccc(C)c2)S(=O)(=O)c2cccc3nonc23)cc1 | 8 | 196 | -7% | -13% | 1 | 83 | 82 | -8 | 196
CC(C)C(=O)c1cn(CC(=O)NCc2ccc3c(c2)OCO3)c2ccccc12 | -13 | 133 | x | x | 9 | 94 | 85 | 13 | 133
Cc1ccc(/C=N/N2C(=S)SC(C)(C)C2N(O)C(=O)Nc2ccc([N+](=O)[O-])cc2)cc1 (stereo unspecified) | 4 | 150 | 4% | -2% | -25 | 74 | 98 | -4 | 150
CCc1ccc(CNC(=O)C(=O)NCCc2ccc(OC)c(OC)c2)cc1 | -8 | 127 | x | x | x | x | x | 8 | 127
COc1ccc(CCNC(=O)C2CCN(S(=O)(=O)N3CC(C)CC(C)C3)CC2)cc1OC (stereo unspecified) | -9 | 110 | -16% | 9% | 7 | 89 | 82 | 9 | 110

Copied from the list:
`Cc1ccc(/C=N/N2C(=S)SC(C)(C)C2N(O)C(=O)Nc2ccc([N+](=O)[O-])cc2)cc1` (stereo unspecified) @ NFkB transloc pot = -4
`Cc1cc(N2CCCCC2)n2ncc(-c3ccccc3)c2n1` @ Bcl-B TR3 displacers = -5%

Ordered by value in NFkB transloc pot (highest first): five of the compounds above
Compound,PLAP inhibitors HTS,Bcl-B TR3 displacers,NFkB transloc pot,NFkB transloc pot cell count 2 µM
Cn1c(=O)n(CC(=O)Nc2ccc(F)cc2)c2ccccc21,16%,-16%,11,130
CC1=C(C(=O)Nc2ccccc2)C(c2ccco2)C(C#N)=C(SCc2ccccc2)N1 (stereo unspecified),-37%,-15%,3,96
CSCC[C@@H](C(=O)O)N1Cc2ccccc2C1=O,9%,11%,-2,152
Cc1ccc(/C=N/N2C(=S)SC(C)(C)C2N(O)C(=O)Nc2ccc([N+](=O)[O-])cc2)cc1 (stereo unspecified),4%,-2%,-4,150
COc1ccc(N2CCN(C(=O)CN(c3ccc(Br)cc3)S(C)(=O)=O)CC2)cc1,7%,2%,-10,44

Going on with the list:
smiles | NFkB transloc inh | NFkB transloc inh cell count 2 µM | PLAP inhibitors HTS | Bcl-B TR3 displacers | MRP reversal | MRP reversal cytotoxicity | MRP reversal with doxorubicin | NFkB transloc pot | NFkB transloc pot cell count 2 µM
O=[n+]1c2c(n([O-])c3cc(F)c(F)cc31)CCCC2 | -8 | 86 | 5% | 10% | 3 | 89 | 87 | 10 | 86
CCN(CC)c1nc2c(s1)C(=O)NCCC2 | -6 | 122 | 4% | 16% | 7 | 105 | 98 | 6 | 122
COc1cccc(-c2cc(C(=O)Nc3ccccc3SC)no2)c1 | -4 | 123 | 6% | 11% | 5 | 102 | 97 | 4 | 123
CCOc1ccc(NC(=O)CN(C)CC(=O)Nc2ccccc2C#N)cc1OCC | -6 | 83 | -79% | 6% | -3 | 65 | 69 | 7 | 83
C=CCOc1cccc(C2/C(=C(\O)c3ccc(F)cc3)C(=O)C(=O)N2CCN(C)C)c1 (stereo unspecified) | 7 | 182 | -27% | -1% | 3 | 94 | 91 | -7 | 182
CCOc1cc(-n2ncc(C#N)c2N)nc(SC)n1 | -9 | 140 | x | x | -13 | 68 | 81 | 9 | 140
O=C(C1CC1(c1ccccc1)c1ccccc1)N1CCOCC1 (stereo unspecified) | -3 | 183 | -8% | -2% | 10 | 100 | 90 | 3 | 183
CCC(C)(C(=O)NC1CCCCC1)N(Cc1ccco1)C(=O)c1cnccn1 (stereo unspecified) | 6 | 141 | -17% | -9% | -8 | 85 | 93 | -5 | 141
Cn1c(CSc2nnc(SCc3ccccc3)s2)nc2ccccc21 | 5 | 131 | 26% | 0% | x | x | x | -5 | 131
O=C1c2ccccc2C(=O)N1CCCC(=O)N1CCCc2ccccc21 | -14 | 167 | -22% | 3% | -4 | 101 | 105 | 14 | 167
COc1cccc(NC(=O)c2nnn(Cc3ccc(Br)cc3F)c2N)c1 | x | x | 0% | 2% | 18 | 107 | 90 | x | x
CCS(=O)(=O)N1Cc2ccccc2CC1C(=O)N1CCN(c2cccc(C)c2C)CC1 (stereo unspecified) | -18 | 166 | -38% | x | 0 | 88 | 88 | 18 | 166
CCN1/C(=C/C(=O)c2ccco2)Sc2ccccc21 | -14 | 120 | 0% | 3% | -13 | 49 | 61 | 14 | 120
O=C(Nc1ccc(N2CCN(C(=O)c3ccco3)CC2)c(Cl)c1)c1cc2ccccc2o1 | -2 | 145 | -28% | 0% | -1 | 37 | 38 | 2 | 145
O=C(Nc1ccc2c(c1)OCO2)c1ccccc1SCC(=O)N1CCCC1 | 10 | 126 | -4% | -12% | x | x | x | -10 | 126
COC(=O)CN1C(=O)C2(C(C#N)=C(N)Oc3cc(C)oc(=O)c32)c2ccccc21 (stereo unspecified) | -1 | 138 | 0% | -4% | -7 | 90 | 97 | 1 | 138
NC(=O)CSc1nnc(Cc2ccc3c(c2)OCO3)n1C1CCCCC1 | -2 | 134 | 9% | 2% | 14 | 101 | 88 | 2 | 134
COc1cc(OC)c(C2N(c3ccc(Cl)c(Cl)c3)C(=O)C3CCCN32)cc1OC (stereo unspecified) | -51 | 188 | -57% | 6% | 1 | 89 | 88 | u | x
CCn1cc(C(=O)OCC(=O)Nc2ccc(S(=O)(=O)N3CCCC3)cc2)c(=O)c2ccc(C)nc21 | 0 | 84 | 14% | 1% | -26 | 26 | 52 | 0 | 84
COc1cc(C)c(S(=O)(=O)NCc2ccc3c(c2)OCO3)cc1C | 12 | 179 | 40% | 15% | 17 | 97 | 79 | -12 | 179
C=CCn1c(SCC(=O)Nc2nnc(CC)s2)nnc1-c1cccnc1 | -3 | 140 | -9% | 8% | -5 | 86 | 91 | 3 | 140
O=C(NCc1ccccc1)c1ccc(F)c(S(=O)(=O)N2CCOCC2)c1 | -6 | 171 | -2% | -9% | 17 | 102 | 85 | 6 | 171
CCOC(=O)c1c(C)nc2c(c1C)/C(=N/O)CC(C)(C)C2 | -7 | 138 | 4% | -2% | 5 | 92 | 87 | 7 | 138
COc1ccc2c(Cl)c(C(=O)NCCCn3ccnc3)sc2c1Cl | 3 | 133 | 19% | -5% | 7 | 83 | 76 | -3 | 133
Cc1nc(SCC(=O)Nc2ccccc2)c2oc3ccccc3c2n1 | -10 | 117 | 6% | -2% | -2 | 12 | 14 | 10 | 117
CC1=NN(c2ccccc2)C(=O)C1N=Nc1ccc(N)cc1 (stereo unspecified) | 7 | 203 | 18% | 7% | x | x | x | -7 | 203
CC12CCC(C(=O)Nc3ncc([N+](=O)[O-])s3)(OC1=O)C2(C)C (stereo unspecified) | 14 | 162 | 27% | 9% | -7 | 88 | 96 | -14 | 162
CN(C(=O)c1cc2n(n1)C(C(F)(F)F)CC(c1ccco1)N2)c1ccc(OC(F)(F)F)cc1 (stereo unspecified) | -8 | 112 | -16% | -15% | 2 | 85 | 82 | 8 | 112
COc1ccc(OC)c(N(CC(=O)NC2CC2)S(=O)(=O)c2ccc(C)cc2)c1 | 2 | 122 | -62% | 5% | 5 | 91 | 86 | -2 | 122
C=CCOC(=O)C1=C(C)OC(N)=C(C#N)C1c1ccc(F)cc1 (stereo unspecified) | -15 | 199 | 2% | -17% | 5 | 99 | 94 | 15 | 199
CCNC(=S)N/N=C/c1ccc(OCC(=O)Nc2ccc(C)cc2)cc1 | 11 | 122 | 20% | -6% | x | x | x | -11 | 122
O=C(CNS(=O)(=O)c1ccc(C(=O)N2CCOCC2)cc1)N1CCOCC1 | 10 | 89 | -12% | 3% | 3 | 94 | 91 | -10 | 89
Cc1ccc(/C=N/Nc2ncc(Cl)cc2Cl)s1 | -4 | 176 | -179% | -1% | -5 | 50 | 54 | 4 | 176
COc1ccc(C2=NO[C@@H]3C(=O)N(C4CCCCC4)C(=O)[C@H]23)cc1OC | -20 | 146 | -28% | 1% | 6 | 95 | 90 | 20 | 146
CCC(C)NC(=O)Cc1cn(C)c2ccccc12 (stereo unspecified) | -10 | 159 | -20% | 15% | 6 | 94 | 88 | 10 | 159
COc1ccc(Oc2nc(C)cc(C)c2C#N)cc1 | 8 | 159 | -42% | -3% | 6 | 92 | 86 | -8 | 159
Cc1oc(-c2ccc(Cl)cc2)nc1CS(=O)CC(=O)NCCN1CCCC1 (stereo unspecified) | x | x | -48% | -12% | 0 | 102 | 102 | x | x
COc1ccc(C(=O)O)cc1NS(=O)(=O)c1cccc2nsnc12 | x | x | -4% | 13% | x | x | x | x | x
COc1ccccc1N1CCN(C(=O)C(C)N(c2ccc(C)cc2)S(C)(=O)=O)CC1 (stereo unspecified) | -13 | 172 | -52% | -3% | 1 | 85 | 84 | 13 | 172
C/C=C/Cn1c(SCCCc2ccccc2)nc2c1c(=O)[nH]c(=O)n2C | -16 | 53 | -18% | 4% | 6 | 70 | 64 | 16 | 53
CCOc1c(Br)cc(/C=C2/SC(=O)N(CC(=O)N3CCCC3)C2=O)cc1OC | 0 | 119 | 21% | -2% | x | x | x | 0 | 119
COc1ccccc1-n1c(C)nc(=O)c(-c2ccccc2)c1C | 4 | 140 | -16% | -2% | 10 | 96 | 86 | -4 | 140
O=C(O)c1ccc(-n2c(-c3cc(-c4ccco4)[nH]n3)n[nH]c2=S)cc1 | 0 | 169 | 7% | -8% | -25 | 75 | 100 | 0 | 169
